Screening data (PubChem BioAssay)
TDP1 cell CPT: growth inhibition of DT40 Tdp1-/-;hTDP1 cells with camptothecin (screen for TDP1 inhibitors); chicken DT40 Tdp1-/-;hTDP1 cells + 20 nM CPT, ATP luminescence, 48 h; Potency, µM (titrated, usually from 46.2 µM), for inactives: top-dose activity change, negative = growth inhibition, most hits filed as inhibitors; 420,000 tested, 12% active; also: nearly all actives have a fitted effect of over 55% in size
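Cell growth measured by CellTiter-Glo luminescence after a minimum 48 h, 37 C compound exposure with 20 nM CPT in Tdp1-knockout DT40 cells stably expressing hTDP1, seeded 400/well; qHTS titration format.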
DT40 TDP1 no CPT: qHTS for Inhibitors of human tyrosyl-DNA phosphodiesterase 1 (TDP1): qHTS in cells in absence of CPT | DT40 Tdp1-/- hTDP1 cells, no CPT, ATP luminescence, 48 h | Potency, µM (titrated, usually from 46.2 µM), without a hit: at the highest dose activity change, negative = growth inhibition, most hits filed as inhibitors | 420,000 tested, 15% active | AID 686978, 2013; also: nearly all actives have a fitted effect of over 55% in size
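Compound effects on proliferation are scored in DT40 Tdp1-/-;hTDP1 cells in the absence of CPT. ATP levels (CellTiter-Glo luminescence) are recorded after a ≥48 hr, 37 °C incubation.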
TDP1 inh: TDP1 (human) enzyme inhibition; Potency, µM (series often up to 130 µM), for the others: top-dose activity change, negative = inhibition, usual class: inhibitors; 350,000 tested, 0.28% active; recombinant TDP1, AlphaScreen DNA substrate cleavage; also: nearly all actives have a fitted effect of over 40% in size
Target sequence (Q9NUW8 whole entry, looked up): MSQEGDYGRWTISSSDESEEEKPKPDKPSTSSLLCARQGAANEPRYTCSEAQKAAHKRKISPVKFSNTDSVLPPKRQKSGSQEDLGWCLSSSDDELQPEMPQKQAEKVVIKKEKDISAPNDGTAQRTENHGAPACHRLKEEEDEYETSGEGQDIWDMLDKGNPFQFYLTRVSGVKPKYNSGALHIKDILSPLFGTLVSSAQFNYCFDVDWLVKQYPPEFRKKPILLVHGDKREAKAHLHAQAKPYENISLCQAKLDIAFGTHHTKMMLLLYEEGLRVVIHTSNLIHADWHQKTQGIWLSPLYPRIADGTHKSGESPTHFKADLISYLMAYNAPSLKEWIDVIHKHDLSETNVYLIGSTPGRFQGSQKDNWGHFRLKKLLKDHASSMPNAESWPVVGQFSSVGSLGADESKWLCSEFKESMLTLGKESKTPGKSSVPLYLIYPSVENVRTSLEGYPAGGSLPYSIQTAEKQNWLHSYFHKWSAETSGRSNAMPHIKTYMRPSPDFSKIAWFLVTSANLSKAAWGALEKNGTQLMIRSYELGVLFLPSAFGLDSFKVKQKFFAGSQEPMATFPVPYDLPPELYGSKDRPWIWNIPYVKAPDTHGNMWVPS
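Steps: enzyme plus compound, 15 min RT; add biotin/phosphotyrosine-FITC oligonucleotide (15 nM final), react 5 min; add donor/acceptor beads (10 ug/ml final), 10 min; read AlphaScreen. Tdp1 at 1 nM final.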
* marks the source's active call; other numbers are inactive results; [ ] = another dose, or the depositor's remark. Calls follow the shape of the dose curve; as a rule, active = well fitted curve in the direction sought with a large enough effect; inconclusive = small, poorly fitted or top-dose-only effect, or another doubt; inactive = no such curve, though single readings can be large; an effect the other way counts as inactive or inconclusive. % is scaled to controls: 0 for no effect and ±100 for the full control effect; potency is read from the fitted curve at half-maximal effect.

How did O=C(O)c1ccc(S(=O)(=O)c2ccc3c(c2)C(=O)N(CC2CCCO2)C3=O)cc1 (stereo not given) do in these assays?
TDP1 cell CPT: 9.2%; DT40 TDP1 no CPT: 10.5%; TDP1 inh: 3.0%

How did CCN(c1ccccc1)S(=O)(=O)c1ccc2[nH]c(=O)[nH]c2c1 do in these assays?
TDP1 cell CPT: 5.9%; DT40 TDP1 no CPT: -5.3%; TDP1 inh: 0.0%

Results for COc1ccc(OC)c(C2=NOC(C(=O)Nc3ccccc3SC)C2)c1 (stereo not given) ?
TDP1 cell CPT: inconclusive; DT40 TDP1 no CPT: inconclusive; TDP1 inh: 3.9%

What do the screens show for `COc1cc(-c2noc(C)c2C(=O)N[C@@H](CO)Cc2ccccc2)cc(OC)c1OC`?
TDP1 cell CPT: inconclusive; DT40 TDP1 no CPT: inconclusive

How did CC(C)CN1CCC2(CC1)CCN(C(=O)c1cccc(F)c1)CC2 do in these assays?
TDP1 cell CPT: -6.4%; DT40 TDP1 no CPT: -14.9%

What do the screens show for `COc1ccc(CNc2nc(NCc3ccc(OC)cc3)n(C(=O)c3ccccc3[N+](=O)[O-])n2)cc1`?
TDP1 cell CPT: -15.2%; DT40 TDP1 no CPT: -13.5%; TDP1 inh: 2.0%

Results for CC(C)NC(=O)N1CCCC2(CCN(C(=O)c3csnn3)CC2)C1 ?
TDP1 cell CPT: 14.5%; DT40 TDP1 no CPT: -3.1%

How did Cc1ccc(NCc2nnc(SCC(=O)N3CCc4ccccc43)n2C)cc1 do in these assays?
TDP1 cell CPT: -18.8%; DT40 TDP1 no CPT: -13.7%; TDP1 inh: 4.2%

How did O=C(C1CCCCC1)N1C[C@@H](n2cc(-c3ccc(F)cc3)nn2)[C@H](O)C[C@@H]1c1ccccc1 do in these assays?
TDP1 cell CPT: inconclusive; DT40 TDP1 no CPT: inconclusive

What do the screens show for `CC1(C)C[C@H]2C3=CCC4[C@@]5(C)CC[C@H](O)[C@](C)(CO)C5CC[C@@]4(C)[C@]3(C)CC[C@@]2(C)[C@H](O)[C@@H]1O` (stereo not given in full)?
TDP1 cell CPT: -5.0%; DT40 TDP1 no CPT: inconclusive; TDP1 inh: 0.1%

How did Cc1ccccc1OCc1n[nH]c(=S)n1-c1cccc(Cl)c1 do in these assays?
TDP1 cell CPT: -19.4%; DT40 TDP1 no CPT: inconclusive; TDP1 inh: 4.8%

How did O=C(CN1C(=O)c2cccc([N+](=O)[O-])c2C1=O)N1CCc2ccccc2C1 do in these assays?
TDP1 cell CPT: -15.6%; DT40 TDP1 no CPT: 1.3%

What do the screens show for `O=C(CCl)c1ccc2[nH]c(=O)oc2c1`?
TDP1 cell CPT: 2.59µM*; DT40 TDP1 no CPT: 3.26µM*; TDP1 inh: 0.0%

What do the screens show for `Cc1ccc(OCC(=O)Nc2ccc3oc(=O)ccc3c2)c(C)c1`?
TDP1 cell CPT: inconclusive; DT40 TDP1 no CPT: inconclusive

Results for Cc1cc(NC(=O)C(C)SCC(=O)Nc2ccccc2N2CCCCC2)no1 (stereo not given) ?
TDP1 cell CPT: inconclusive; DT40 TDP1 no CPT: inconclusive; TDP1 inh: -10.4%

How did CC(=O)Nc1ccc(S(=O)(=O)N(C)CC(=O)NCCC2=CCCCC2)cc1 do in these assays?
TDP1 cell CPT: -21.1%; DT40 TDP1 no CPT: -7.7%; TDP1 inh: -1.1%

Results for CCOc1ccc(C(=O)CCC(=O)NN2CCCCC2)cc1 ?
TDP1 cell CPT: 0.1%; DT40 TDP1 no CPT: -1.9%

How did CC(C)C(OC(=O)c1cccs1)C(=O)NCc1ccc2c(c1)OCO2 (stereo not given) do in these assays?
TDP1 cell CPT: 2.4%; DT40 TDP1 no CPT: -0.2%; TDP1 inh: -5.1%

How did CCOC(=O)c1c(NC(=O)COC(=O)CCOc2cc(C)ccc2C)sc(C(=O)N(C)C)c1C do in these assays?
TDP1 cell CPT: -4.8%; DT40 TDP1 no CPT: -4.9%

What do the screens show for `CCOc1ccc(Oc2ccccc2NC(=O)CCc2nc3ccccc3c(=O)[nH]2)cc1`?
TDP1 cell CPT: 23.1µM*; DT40 TDP1 no CPT: 20.6µM*

Results for Cc1ccc2c(c1)cc1c(=O)[nH]ncn12 ?
TDP1 cell CPT: -1.0%; DT40 TDP1 no CPT: -27.0%; TDP1 inh: 2.9%

How did CCOc1ccc(NC2=NC(C(=O)NCc3ccccc3)CC(=O)N2)cc1 (stereo not given) do in these assays?
TDP1 cell CPT: -13.0%; DT40 TDP1 no CPT: 4.3%; TDP1 inh: 5.1%

Results for CCOC(=O)c1cc(-c2cccc(O)c2)oc1C ?
TDP1 cell CPT: inconclusive; DT40 TDP1 no CPT: inconclusive

Results for Cc1ccc(C)c(S(=O)(=O)N2CCCOC2CNC(=O)C(=O)NCCCn2ccnc2)c1 (stereo not given) ?
TDP1 cell CPT: 0.0%; DT40 TDP1 no CPT: -2.3%; TDP1 inh: 5.5%

How did Cc1cccc(NS(=O)(=O)c2c(C)n[nH]c2C)c1 do in these assays?
TDP1 cell CPT: -28.3%; DT40 TDP1 no CPT: -16.3%; TDP1 inh: 5.9%

How did CC1C=CCC2C(=O)N(c3cccc(C(=O)N4CCCCCC4)c3)C(=O)C12 (stereo not given) do in these assays?
TDP1 cell CPT: -5.5%; DT40 TDP1 no CPT: -13.0%

What do the screens show for `Cc1ccc(OCC(=O)Nc2nonc2-c2ccc(Br)cc2)cc1`?
TDP1 cell CPT: -6.1%; DT40 TDP1 no CPT: -17.6%; TDP1 inh: 11.4%

How did CCCCS(=O)(=O)/C=C/[C@H]1[C@H](S(=O)(=O)CCCC)[C@H]2C=C[C@@H]1C2 do in these assays?
TDP1 cell CPT: 0.3%; DT40 TDP1 no CPT: -3.8%; TDP1 inh: 2.5%

Results for CCC(CC)C(=O)Nc1c2c(nn1-c1ccc(OC)cc1)CS(=O)C2 (stereo not given) ?
TDP1 cell CPT: -5.7%; DT40 TDP1 no CPT: -22.2%; TDP1 inh: 0.0%

How did O=C(COC(=O)c1ccc(O)cc1)NCCCc1ccccc1 do in these assays?
TDP1 cell CPT: 1.0%; DT40 TDP1 no CPT: -6.2%; TDP1 inh: 4.7%

Of the compounds above, these contain a thiophene ring, fused or not:
How did CC(C)C(OC(=O)c1cccs1)C(=O)NCc1ccc2c(c1)OCO2 (stereo not given) do in these assays?
TDP1 cell CPT: 2.4%; DT40 TDP1 no CPT: -0.2%; TDP1 inh: -5.1%

How did CCOC(=O)c1c(NC(=O)COC(=O)CCOc2cc(C)ccc2C)sc(C(=O)N(C)C)c1C do in these assays?
TDP1 cell CPT: -4.8%; DT40 TDP1 no CPT: -4.9%

The listing continues:
Results for OCC[C@@H]1C[C@H](O)[C@@H](O)[C@@]2(OCc3ccc(CO)cc32)O1 ?
TDP1 cell CPT: inconclusive; DT40 TDP1 no CPT: 5.2%

What do the screens show for `CC1C2CCC(C2)C1OC(=O)c1ccccc1C(=O)O` (stereo not given)?
TDP1 cell CPT: -1.7%; DT40 TDP1 no CPT: 3.7%

What do the screens show for `COc1ccccc1N1CCN(C(=O)c2ccc(-c3ccccc3)cc2)CC1`?
TDP1 cell CPT: inconclusive; DT40 TDP1 no CPT: 13µM*

How did Cc1ccc(NC(=O)CCCSc2nc3ccccc3[nH]2)cc1 do in these assays?
TDP1 cell CPT: 5.0%; DT40 TDP1 no CPT: -27.4%; TDP1 inh: 3.2%

How did CCCS(=O)(=O)NC(=O)C1(C)CCCN(C(=O)COc2ccccc2)C1 (stereo not given) do in these assays?
TDP1 cell CPT: -1.1%; DT40 TDP1 no CPT: 7.2%

How did Cc1ccc(SC(C)C(=O)N2CCCC2)cc1 (stereo not given) do in these assays?
TDP1 cell CPT: -19.2%; DT40 TDP1 no CPT: -7.5%; TDP1 inh: 2.8%

How did COc1ccc(C)cc1NC(=O)c1cc(C2CC2)nc2c1c(C)nn2C1CCS(=O)(=O)C1 (stereo not given) do in these assays?
TDP1 cell CPT: inconclusive; DT40 TDP1 no CPT: inconclusive

How did CN(CC(=O)Nc1ncn[nH]1)S(=O)(=O)c1ccc(Br)cc1 do in these assays?
TDP1 cell CPT: 4.5%; DT40 TDP1 no CPT: -4.5%; TDP1 inh: 5.2%

What do the screens show for `COC(=O)CSc1cc(C)nc(SC)n1`?
TDP1 cell CPT: 0.7%; DT40 TDP1 no CPT: 1.4%; TDP1 inh: 3.8%

Results for Cc1oc(-c2cccc(C(F)(F)F)c2)nc1CN1CCOCC1 ?
TDP1 cell CPT: -2.8%; DT40 TDP1 no CPT: -19.8%; TDP1 inh: 8.3%

Results for O=[N+]([O-])c1ccc(Oc2cccnc2)c([N+](=O)[O-])c1 ?
TDP1 cell CPT: 4.11µM*; DT40 TDP1 no CPT: 5.8µM*

How did CCCOP(=O)(c1ccc(N(C)C)cc1)C(O)c1cc(OC)c(OC)c(OC)c1 (stereo not given) do in these assays?
TDP1 cell CPT: -7.3%; DT40 TDP1 no CPT: -28.2%; TDP1 inh: 0.0%

Results for Cc1c(CNCc2ccc(OC(C)C)cc2)c(C(=O)O)c(C)n1Cc1ccc(Cl)cc1 ?
TDP1 cell CPT: inconclusive; DT40 TDP1 no CPT: inconclusive; TDP1 inh: 0.0%

How did CCc1noc(C)c1C(=O)OCC(=O)N(CCOC)c1c(N)n(Cc2ccccc2)c(=O)[nH]c1=O do in these assays?
TDP1 cell CPT: 2.8%; DT40 TDP1 no CPT: -18.1%

Results for CCCS(=O)(=O)c1nc(S(=O)(=O)c2ccc(C)cc2)c(NCC(C)C)s1 ?
TDP1 cell CPT: inconclusive; DT40 TDP1 no CPT: 20.6µM*; TDP1 inh: 7.6%

Results for O=c1oc(-c2ccccc2Br)nc2ccccc12 ?
TDP1 cell CPT: inconclusive; DT40 TDP1 no CPT: inconclusive; TDP1 inh: 0.4%

How did Cc1cc([N+](=O)[O-])ccc1NC1CCCC1 do in these assays?
TDP1 cell CPT: 3.8%; DT40 TDP1 no CPT: 1.3%; TDP1 inh: 4.7%

What do the screens show for `COc1cc2c(C(=O)N3CCN(c4cccc(C(F)(F)F)c4)CC3)cn(CC(C)C)c(=O)c2cc1OC`?
TDP1 cell CPT: 16.4µM*; DT40 TDP1 no CPT: 18.4µM*; TDP1 inh: 0.9%

How did O=C1c2c(O)cc(O)cc2O[C@H](c2ccc(O)c(O)c2)[C@H]1O do in these assays?
TDP1 cell CPT: 0.0%; DT40 TDP1 no CPT: -4.2%; TDP1 inh: -2.9%

What do the screens show for `CCC(C)(C)n1nnnc1C(c1ccc(C)cc1)N1CCN(Cc2ccc3c(c2)OCO3)CC1` (stereo not given)?
TDP1 cell CPT: 0.9%; DT40 TDP1 no CPT: inconclusive; TDP1 inh: -1.0%[56.1 µM]

What do the screens show for `CCC1=C(NCc2ccccc2)COC1=O`?
TDP1 cell CPT: -6.8%; DT40 TDP1 no CPT: -18.4%

What do the screens show for `CCOc1ccccc1N(C)C(=O)c1cc2c(=O)n(CC)c3ccccc3c2s1`?
TDP1 cell CPT: 20.6µM*; DT40 TDP1 no CPT: 20.6µM*

What do the screens show for `COc1ccccc1/C=C1\SC(=S)N(NS(=O)(=O)c2ccccc2)C1=O`?
TDP1 cell CPT: -10.7%; DT40 TDP1 no CPT: -8.9%

What do the screens show for `O=C(CCC(=O)Nc1ccccc1)N/N=C/c1ccc2c(c1)OCO2`?
TDP1 cell CPT: -17.9%; DT40 TDP1 no CPT: 9.1%; TDP1 inh: 2.9%

Results for COc1ccc(/C=N/OC(=O)Nc2ccc(Cl)cc2)c(OC)c1 ?
TDP1 cell CPT: 16.0%; DT40 TDP1 no CPT: -14.0%

Results for COc1ccc(/C=C/C(=O)Nc2cc(S(=O)(=O)N3CCOCC3)ccc2C)cc1OC ?
TDP1 cell CPT: -6.1%; DT40 TDP1 no CPT: -3.4%; TDP1 inh: 2.5%

How did CCCNC(=O)c1ccc(Cn2cc(C(F)(F)F)ccc2=O)cc1 do in these assays?
TDP1 cell CPT: 10.0%; DT40 TDP1 no CPT: 13.7%; TDP1 inh: 2.5%

Grouped by structure, the entries above with two or more sulfur atoms.
How did CCCCS(=O)(=O)/C=C/[C@H]1[C@H](S(=O)(=O)CCCC)[C@H]2C=C[C@@H]1C2 do in these assays?
TDP1 cell CPT: 0.3%; DT40 TDP1 no CPT: -3.8%; TDP1 inh: 2.5%

What do the screens show for `COC(=O)CSc1cc(C)nc(SC)n1`?
TDP1 cell CPT: 0.7%; DT40 TDP1 no CPT: 1.4%; TDP1 inh: 3.8%

Results for CCCS(=O)(=O)c1nc(S(=O)(=O)c2ccc(C)cc2)c(NCC(C)C)s1 ?
TDP1 cell CPT: inconclusive; DT40 TDP1 no CPT: 20.6µM*; TDP1 inh: 7.6%

What do the screens show for `COc1ccccc1/C=C1\SC(=S)N(NS(=O)(=O)c2ccccc2)C1=O`?
TDP1 cell CPT: -10.7%; DT40 TDP1 no CPT: -8.9%
